# Bioassay records deposited in PubChem BioAssay by several laboratories.
# DAGLB inh: diacylglycerol lipase beta (human) inhibition; HEK293T DAGLB membrane lysate, EnzChek fluorogenic substrate; inhibition, % at 5.17 µM; actives 0.059% (n = 340,000); in the data active = inhibition above about 34%;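 also: 0% = enzyme with vehicle and 100% = wells lacking enzyme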
# Target sequence (Q8NCG7 whole entry, looked up): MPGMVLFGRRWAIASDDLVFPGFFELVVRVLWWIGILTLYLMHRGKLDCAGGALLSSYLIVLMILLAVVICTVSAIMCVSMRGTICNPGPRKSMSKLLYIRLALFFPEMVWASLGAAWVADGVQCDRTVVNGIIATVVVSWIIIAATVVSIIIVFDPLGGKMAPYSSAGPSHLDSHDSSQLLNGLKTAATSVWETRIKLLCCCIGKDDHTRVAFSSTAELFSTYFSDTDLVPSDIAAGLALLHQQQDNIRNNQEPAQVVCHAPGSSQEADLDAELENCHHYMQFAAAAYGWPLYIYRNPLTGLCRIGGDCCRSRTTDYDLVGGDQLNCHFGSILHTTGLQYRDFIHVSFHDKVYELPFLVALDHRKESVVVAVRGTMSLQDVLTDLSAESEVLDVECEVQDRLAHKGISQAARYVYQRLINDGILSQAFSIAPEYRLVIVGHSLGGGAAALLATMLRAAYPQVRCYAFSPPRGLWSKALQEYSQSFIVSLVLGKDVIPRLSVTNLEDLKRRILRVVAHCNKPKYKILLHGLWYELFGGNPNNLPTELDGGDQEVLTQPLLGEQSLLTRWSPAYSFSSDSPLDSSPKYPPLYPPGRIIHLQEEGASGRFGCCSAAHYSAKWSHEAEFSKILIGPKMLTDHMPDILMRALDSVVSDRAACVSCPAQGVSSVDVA
# CAL PDZ inh: human CAL PDZ-peptide interaction inhibition | Q9HD26 | purified CAL PDZ, TMR-peptide fluorescence polarization, 1 h | AID 504414 | inhibition, % at 20 µM | actives 0.02% (n = 330,000);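 active = highest replicate inhibition of at least 40%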;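 also: plate controls were DMSO neutral control wells for no effect and unlabeled competitor peptide control wells for full effect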
#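 Read-out basis: mP drop reported as inhibition | Assay system: Tagged CAL PDZ protein CerCALP, purified | Benchmarks: Unlabelled peptide for full inhibition, DMSO wells as neutral | Schedule: 1 h incubation at room temperature before polarization reading | Buffer or medium: Sodium phosphate/NaCl buffer pH 7.4 with TCEP, IgG, Thesit | Doses: Single point, 20 µM | Measured by: Fluorescence polarization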
# Rtt109 HAT inh: blocks Candida albicans Rtt109/Vps75 acetyltransferase activity; Q5AAJ8; actives 0.16% (n = 330,000); AID 540336; inhibition, % at 34.9 µM; purified Rtt109/Vps75, ThioGlo CoA-SH fluorescence, 4 h;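 active = inhibition of at least 50% in every replicate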
# Target sequence (Q5AAJ8 whole entry, looked up): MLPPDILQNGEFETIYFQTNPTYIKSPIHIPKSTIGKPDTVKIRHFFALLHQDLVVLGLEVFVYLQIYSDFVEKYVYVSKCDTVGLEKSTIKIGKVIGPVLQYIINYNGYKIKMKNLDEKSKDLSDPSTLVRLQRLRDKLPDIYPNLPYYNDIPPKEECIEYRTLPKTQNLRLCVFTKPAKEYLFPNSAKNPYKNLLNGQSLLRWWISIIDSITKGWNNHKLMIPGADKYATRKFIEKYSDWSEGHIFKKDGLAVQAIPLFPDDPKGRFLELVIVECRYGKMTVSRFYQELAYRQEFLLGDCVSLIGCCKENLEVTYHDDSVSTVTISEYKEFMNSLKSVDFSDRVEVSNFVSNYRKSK
# PfHsp90 set2: inhibits growth of yeast expressing Plasmodium falciparum Hsp90 | inhibition, % at 9.4 µM | AID 504621 | actives 0.32% (n = 310,000) | S. cerevisiae expressing PfHsp90, BacTiter-Glo ATP, 48 h; yeast lacking PDR1 and PDR3 efflux regulators;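 active = every replicate shows inhibition above about 80%, whatever the replicate mean, limit read from the data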;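 also: 0% = DMSO neutral controls and 100% = 20 µM radicicol positive controls; yeast relying on Plasmodium falciparum Hsp90 in place of its own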
# E coli growth: reduces bacterial viability in AddAB counter-screen. E. coli V3065 growth, OD600 absorbance, 18 h. inhibition, % at 11.9 µM. actives 0.27% (n = 330,000);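 active = inhibition above the campaign's mean inhibition across all tested compounds plus 3 SD, cut at about 9.9% in these data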;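 also: uninfected addAB+ strain grown without phage in ampicillin broth; 0% = DMSO wells and 100% = ciprofloxacin 0.95 µg/ml wells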
# Tat transport: blocks Tat-dependent protein export in E. coli. E. coli MC4100 TorA-mCherry Tat export, fluorescence. inhibition, % at 10 µM. AID 488895. actives 0.036% (n = 340,000);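 active = mean replicate inhibition at least 50% and at least half of replicates individually reaching 50%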;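 also: exported cargo escapes ClpAP degradation while cytoplasmic cargo is degraded and loses fluorescence; 0% = median of neutral control wells and 100% = median of NaSCN control wells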
# phage Ecoli inh: E. coli growth loss with phage present; AID 651602; actives 0.26% (n = 360,000); inhibition, % at 11.9 µM; growth absorbance; in the data active = inhibition above about 11%
# Wnt act: activators of Wnt/beta-catenin signaling; Wnt/beta-catenin reporter cell assay, activator, plate reader; actives 1.2% (n = 300,000); activation, % at 9.35 µM; in the data active = activation above about 30%, passing the limit was not always enough;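 also: 0% = neutral control wells and 100% = positive control wells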
# PvdQ inh: blocks Pseudomonas aeruginosa PvdQ acylase activity | purified PvdQ acylase, fluorescence plate reader | inhibition, % at 10 µM | actives 0.063% (n = 340,000); in the data active = inhibition above about 30%, passing the limit was not always enough;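 also: 0% = vehicle neutral wells and 100% = reference inhibitor wells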
# AddAB inh: less growth of phage-infected E. coli with AddAB; actives 0.29% (n = 330,000); AID 435030; inhibition, % at 11.9 µM; E. coli expressing H. pylori AddAB, absorbance growth; in the data active = inhibition above about 12%;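 also: 0% = vehicle wells of infected cells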
# The depositor's hits bear a star; . = no result given.
1: Cn1cc(CNC(=O)c2cc(COc3ccc4c(c3)CCCC4)on2)cn1
2: CCn1c(CCNC(=O)c2ccc(Cl)c(Cl)c2)nnc1SCCOc1ccc(OC)cc1
3: Cn1cc(CNC(=O)C2CCCCC2)cn1
4: CCOc1ccc2nc(Cl)c(CN(C(C)=O)C3CCCCC3)cc2c1
5: COc1cccc2cc(C(=O)Nc3cc(Cl)ccc3N3CCOCC3)c(=O)oc12
6: Cc1ccc(NC(=O)c2nc[nH]c2C(=O)NCCCCCCNC(=O)c2[nH]cnc2C(=O)Nc2ccc(C)cc2)cc1

assay / compound	1	2	3	4	5	6
DAGLB inh	-1	-2	-1	2	-3	-2
CAL PDZ inh	-0.7	-1.4	0.0	-2.3	-0.2	-1.1
Rtt109 HAT inh	9	1	5	3	-6	-4
PfHsp90 set2	16	42	.	3	-3	-4
E coli growth	-1.2	-0.6	1.0	0.3	1.1	0.0
Tat transport	8	-4	-6	3	-3	-1
phage Ecoli inh	0.8	0.8	2.5	3.2	.	2.0
Wnt act	1	-1	0	-3	.	-8
PvdQ inh	-7	-13	-9	-9	1	0
AddAB inh	0.6	0.6	-2.4	-0.3	0.3	2.2

7: COc1ccc(COC(=O)c2ccc3c(=O)n4c(nc3c2)CCC4)cc1F
8: COc1ccc(-c2noc(CN(C)Cc3ccccc3)n2)cc1
9: O=C(COc1cccnc1[N+](=O)[O-])Nc1ccccc1Sc1ccccc1
10: Cc1sc2nc(SCC(=O)N(C)Cc3ccccc3)n(-c3ccccc3)c(=O)c2c1C
11: COc1ccc(CCNC(=O)CSc2nc(=O)n3cccc(C)c3n2)cc1OC
12: O=C(c1cc(-c2ccc(Cl)s2)nc2ccccc12)N1CCOCC1

assay / compound	7	8	9	10	11	12
DAGLB inh	.	-23	-2	-1	2	0
CAL PDZ inh	.	-0.3	-0.7	-1.3	-0.7	-2.3
Rtt109 HAT inh	.	6	1	1	-6	-20
PfHsp90 set2	.	-3	-20	-11	23	3
E coli growth	0.7	3.0	0.6	-0.9	1.0	-0.6
Tat transport	.	0	5	0	-1	-6
phage Ecoli inh	-1.6	-1.6	2.1	-1.1	2.7	-1.8
Wnt act	0	3	0	-3	3	-2
PvdQ inh	.	0	0	-15	-8	12
AddAB inh	0.0	1.4	3.2	-0.1	-1.5	4.7

13: N#Cc1c(NC(=O)c2ccncc2)sc2c1CCC2
14: Cc1cc(NS(=O)(=O)c2ccc(NC(=O)c3ccc(Br)o3)cc2)nc(C)n1
15: O=C(C1CCC1)N1CCc2cc(S(=O)(=O)NCC3COc4ccccc4O3)ccc21 (stereo unspecified)
16: COc1ncnc2c1sc1nc(-c3ccccc3)c3c(c12)CCCC3
17: CCCCc1ccc(NC(=O)c2ccc(N(C)S(C)(=O)=O)cc2)cc1
18: CC1=C(C(=O)Nc2ccc(Cl)cc2)C(c2cccs2)n2nnnc2N1 (stereo unspecified)

assay / compound	13	14	15	16	17	18
DAGLB inh	-1	1	-3	0	0	1
CAL PDZ inh	.	-3.4	-1.7	-3.4	-1.8	-1.5
Rtt109 HAT inh	8	-4	0	3	0	-9
PfHsp90 set2	16	17	-22	8	6	.
E coli growth	1.2	1.3	1.4	-1.4	-0.7	-1.4
Tat transport	-2	-2	1	6	-4	13
phage Ecoli inh	.	1.4	-1.6	4.0	2.0	3.3
Wnt act	7	0	-6	-4	4	.
PvdQ inh	11	-5	-9	-4	11	-12
AddAB inh	0.3	3.9	1.2	2.1	3.9	0.2

19: O=C(O)c1ccc(NS(=O)(=O)c2ccc(N3CCCC3)c([N+](=O)[O-])c2)cc1
20: CC1(c2ccccc2)NC(=O)N(CC(=O)N2CCN(S(=O)(=O)c3cccs3)CC2)C1=O (stereo unspecified)
21: COc1ccc2c(c1OC)C(=O)N1c3ccccc3C(=O)N(c3ccc(F)cc3)C21 (stereo unspecified)
22: C/C(Cn1nnc([N+](=O)[O-])n1)=N\NC(=O)c1ccncc1
23: CCOC(=O)C1=C(C)NC(=S)N(C=O)C1c1ccccc1 (stereo unspecified)
24: Cc1c(Cl)cccc1NC(=S)N1CCN(C(=O)C2CCCO2)CC1 (stereo unspecified)

assay / compound	19	20	21	22	23	24
DAGLB inh	-1	0	-2	-4	0	1
CAL PDZ inh	0.2	-3.2	.	0.0	-3.0	0.5
Rtt109 HAT inh	-3	-9	-1	-3	1	-7
PfHsp90 set2	21	.	-6	7	17	23
E coli growth	-0.4	0.9	0.0	4.3	0.8	1.2
Tat transport	6	1	-11	-13	-1	1
phage Ecoli inh	1.9	-0.9	1.3	3.1	1.2	1.6
Wnt act	-1	3	.	-2	-7	.
PvdQ inh	-6	-7	-4	-9	-4	1
AddAB inh	-1.1	0.0	1.6	3.7	2.7	2.4

25: C/C(=N/N=C/c1ccc(N(C)C)cc1)c1ccccc1
26: COc1ccccc1N1CCN(CCCCOc2cccc3ccccc23)CC1
27: Cc1cc(C)c2nc(SCc3ccc([N+](=O)[O-])cc3)nc(C)c2c1
28: COc1ccc2c(c1)[C@H]1[C@H](CO2)[C@H](c2ccccc2)[C@]2(C)C(=O)Nc3ccccc3C(=O)N12
29: c1ccc(Cc2nnc(-c3ccccc3)o2)cc1
30: COc1cc(C2C(C(=O)/C=C/c3ccccc3)=C(O)C(=O)N2c2ccccn2)ccc1O (stereo unspecified)

assay / compound	25	26	27	28	29	30
DAGLB inh	-1	-14	2	0	-5	-1
CAL PDZ inh	-3.0	-18	-0.3	-0.1	-2.8	0.0
Rtt109 HAT inh	-6	-2	-3	3	-1	13
PfHsp90 set2	0	27	.	-6	11	-24
E coli growth	0.4	-0.7	-1.7	1.8	0.9	-2.2
Tat transport	-4	-12	2	2	-6	4
phage Ecoli inh	2.7	5.6	2.6	1.9	5.7	3.5
Wnt act	12	.	3	-3	56*	-4
PvdQ inh	-9	-11	-9	-6	6	1
AddAB inh	2.9	1.3	0.8	-1.6	-1.7	-0.2

# Some of these compounds in order of formula weight, largest number first.
6: Cc1ccc(NC(=O)c2nc[nH]c2C(=O)NCCCCCCNC(=O)c2[nH]cnc2C(=O)Nc2ccc(C)cc2)cc1
14: Cc1cc(NS(=O)(=O)c2ccc(NC(=O)c3ccc(Br)o3)cc2)nc(C)n1
28: COc1ccc2c(c1)[C@H]1[C@H](CO2)[C@H](c2ccccc2)[C@]2(C)C(=O)Nc3ccccc3C(=O)N12
18: CC1=C(C(=O)Nc2ccc(Cl)cc2)C(c2cccs2)n2nnnc2N1 (stereo unspecified)
17: CCCCc1ccc(NC(=O)c2ccc(N(C)S(C)(=O)=O)cc2)cc1

assay / compound	6	14	28	18	17
DAGLB inh	-2	1	0	1	0
CAL PDZ inh	-1.1	-3.4	-0.1	-1.5	-1.8
Rtt109 HAT inh	-4	-4	3	-9	0
PfHsp90 set2	-4	17	-6	.	6
E coli growth	0.0	1.3	1.8	-1.4	-0.7
Tat transport	-1	-2	2	13	-4
phage Ecoli inh	2.0	1.4	1.9	3.3	2.0
Wnt act	-8	0	-3	.	4
PvdQ inh	0	-5	-6	-12	11
AddAB inh	2.2	3.9	-1.6	0.2	3.9

# Next records:
31: CCCC(=O)Nc1sc(C)c(-c2ccc(OC)cc2)c1C#N
32: CCO[C@H]1OC(C(=O)NC2CC2)=C[C@@H](C)[C@@H]1CCCO
33: COc1ccccc1NS(=O)(=O)c1cc(NC(=O)c2ccccc2F)ccc1N1CCOCC1
34: CCN(CC)S(=O)(=O)c1ccc(Cl)c(NC(=O)COC(=O)/C=C/c2cc(OC)c(OC)c(OC)c2)c1
35: COc1ccc(C2c3c(oc4ccccc4c3=O)C(=O)N2c2ccccn2)cc1 (stereo unspecified)
36: CC/C(=N/O)C(=O)c1ccc(Br)cc1

assay / compound	31	32	33	34	35	36
DAGLB inh	-2	1	-1	0	0	0
CAL PDZ inh	-2.4	0.1	-0.6	0.1	0.1	-2.5
Rtt109 HAT inh	-4	4	-13	1	-3	-7
PfHsp90 set2	-9	8	-2	20	-17	-9
E coli growth	0.0	-2.4	0.6	-1.8	2.1	-0.4
Tat transport	-3	0	8	-2	9	11
phage Ecoli inh	2.4	2.4	-2.0	2.3	2.7	3.6
Wnt act	.	14	-2	-2	1	1
PvdQ inh	-5	3	-8	-16	-4	-31
AddAB inh	-0.2	2.0	0.8	-1.5	1.8	2.4

37: Cc1scc(-c2n[nH]c(=S)n2C(C)c2ccccc2)c1C (stereo unspecified)
38: O=C(Nc1ccccc1)Nc1ccccc1C(=O)NCC1CC1
39: O=C(NN=C1CCCC1)c1[nH]c2ccc(Cl)cc2c1-c1ccccc1
40: CCCS(=O)(=O)N1CCC(C(=O)NCc2ccc(F)cc2)CC1
41: CCCNC(=O)c1onc(CSc2ccc(F)cc2)c1C(=O)NCC1CC1
42: CCCc1ccc(C(=O)CN2C(=O)C(=O)N(C3CCCC3)C2=O)cc1

assay / compound	37	38	39	40	41	42
DAGLB inh	4	-5	.	-3	-5	-5
CAL PDZ inh	-0.6	-0.4	-1.2	-1.0	-0.4	0.1
Rtt109 HAT inh	-1	-12	6	5	-3	-4
PfHsp90 set2	-8	1	12	-20	-12	12
E coli growth	1.5	2.7	0.2	2.2	-0.2	-1.9
Tat transport	-3	14	-2	-10	10	2
phage Ecoli inh	0.3	1.2	3.0	5.3	5.7	0.3
Wnt act	-3	-1	-20	0	-2	-2
PvdQ inh	-5	9	-11	6	-14	-4
AddAB inh	2.3	2.4	-0.6	1.3	-0.1	1.8

43: CC1CCC(NC(=O)C(Cc2ccccc2)n2cccc2)CC1 (stereo unspecified)
44: Cn1c(=O)[nH]c(=O)c2c1nc(SCC(O)CCl)n2Cc1ccccc1 (stereo unspecified)
45: Cc1ccc([C@H]2C(C(=O)O)=CC[C@@H](c3ccc(Cl)c(Cl)c3)N2S(=O)(=O)c2ccc(C)cc2)cc1
46: Cc1cccc(-c2cc3nc(C)cc(NCCCn4ccnc4)n3n2)c1
47: NCCCC(N)(C(=O)O)C(F)F (stereo unspecified)
48: N#CCOC(=O)C1c2ccccc2Oc2ccccc21

assay / compound	43	44	45	46	47	48
DAGLB inh	-4	3	3	-3	2	-4
CAL PDZ inh	-2.6	-0.6	-0.5	-2.1	0.6	-1.4
Rtt109 HAT inh	.	1	5	-8	1	16
PfHsp90 set2	4	-14	-115	14	-5	1
E coli growth	1.2	-1.9	2.7	-2.4	-2.8	-1.6
Tat transport	-7	-3	11	-7	-4	-1
phage Ecoli inh	3.5	-0.2	0.9	3.2	2.2	0.7
Wnt act	0	-4	-3	0	-1	-1
PvdQ inh	3	-3	-12	-17	-5	-1
AddAB inh	0.3	-0.2	3.0	0.3	0.8	2.3

49: CCn1c(Cc2ccc(OC)cc2)nnc1SCC(=O)Nc1nc2ccccc2s1
50: CN(C)CCOC(=O)Cc1ccc(Cl)cc1
51: CCOC(=O)CCc1c(C)c2ccc(OCC(=O)OC(C)C)cc2oc1=O
52: COc1cc(NC(=O)C2CC2)c(OC)cc1NC(=O)CCC(=O)NC1CCN(Cc2ccccc2)CC1
53: CCc1noc(C)c1C(=O)Nc1ccc(C)c(S(=O)(=O)N2CCCCCC2)c1

assay / compound	49	50	51	52	53
DAGLB inh	-1	0	-5	-3	-2
CAL PDZ inh	-1.4	-1.7	-1.2	0.1	-1.0
Rtt109 HAT inh	-5	-23	7	11	2
PfHsp90 set2	12	-3	-5	3	-13
E coli growth	1.7	0.0	-0.4	-3.1	-0.8
Tat transport	-2	-3	2	-3	0
phage Ecoli inh	0.6	2.2	1.8	0.5	5.4
Wnt act	.	.	.	0	0
PvdQ inh	-7	-12	6	22	-3
AddAB inh	-1.1	4.1	2.0	1.1	-2.0
